# Compound activity (PubChem BioAssay)
# M1 PAM parental – M1 PAM counterscreen hit in parental CHO-K1 cells; activation, % at 3 µM; ATP EC20, Fluo-8 calcium fluorescence; 0% at ATP EC20, 100% at ATP max; 360,000 tested, 0.02% active;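 active = activation above the run cutoff, the mean activation of all test compounds plus 3 SD, cut at about 40% in these data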;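 note: peak over basal fluorescence ratio in a 140 s read after ATP addition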
# CHO parental Ca – counter-screen for OX1R antagonists: effect in parental CHO cells | parental CHO-K1, ATP-induced calcium, Fluo-8 fluorescence | 330,000 tested, 0.63% active | AID 463079 | inhibition, % at 5.6 µM;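 active = inhibition above that plate's mean sample inhibition plus 3 SD, cut at about 26% in these data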;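 note: 0% = ATP-challenged DMSO wells and 100% = DMSO wells without ATP; some compounds past the cut are filed as inactive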
#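 Test system: untransfected parental CHO cell line. Compound: one dose, 5.6 µM nominal. Detection: intracellular calcium via Fluo-8 no-wash fluorescent dye. Measure: % inhibition. Benchmarks: ATP-challenged DMSO wells low, unchallenged DMSO wells high.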
# TAAR1 antag – human TAAR1 antagonism; Q96RJ0; CHO RD-HGA16 TAAR1, Fluo-8 calcium fluorescence, antagonist; inhibition, % at 3 µM; 360,000 tested, 1.5% active; AID 624466;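 active = inhibition above a per-plate cutoff, the mean inhibition of test compounds on that plate plus 3 SD, cut at about 49% in these data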;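 note: 0% = DMSO plus EC80 beta-PEA response and 100% = DMSO alone without agonist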
#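 Test system: hTAAR1-expressing CHO RD-HGA16 cells, Gα16-coupled; Probe or stimulus: EC80 β-phenethylamine stimulus; Compound dosing: single nominal final test compound concentration of 3 µM; Timing: 140 s kinetic read after compound, 140 s after agonist; Signal: Fluo-8 calcium-sensitive fluorescence; Measure: % inhibition of agonist calcium response; Controls: DMSO and EC80 PEA controls.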
# OXTR potentiator – potentiates the human oxytocin receptor response; CHO-OTR cells, Fluo-8 calcium fluorescence, potentiator mode; 0% = oxytocin EC15, 100% = EC100; AID 2445; 320,000 tested, 0.061% active; activation, % at 3 µM; P30559;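 active = activation above that plate's cutoff, the mean activation of tested compounds plus 3 SD, cut at about 6.6% in these data, passing the limit was not always enough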;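 note: 100% uses oxytocin at 75 nM as the full agonist control; some results filed as inactive read as strong as hits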
# Target sequence (P30559 whole entry, looked up): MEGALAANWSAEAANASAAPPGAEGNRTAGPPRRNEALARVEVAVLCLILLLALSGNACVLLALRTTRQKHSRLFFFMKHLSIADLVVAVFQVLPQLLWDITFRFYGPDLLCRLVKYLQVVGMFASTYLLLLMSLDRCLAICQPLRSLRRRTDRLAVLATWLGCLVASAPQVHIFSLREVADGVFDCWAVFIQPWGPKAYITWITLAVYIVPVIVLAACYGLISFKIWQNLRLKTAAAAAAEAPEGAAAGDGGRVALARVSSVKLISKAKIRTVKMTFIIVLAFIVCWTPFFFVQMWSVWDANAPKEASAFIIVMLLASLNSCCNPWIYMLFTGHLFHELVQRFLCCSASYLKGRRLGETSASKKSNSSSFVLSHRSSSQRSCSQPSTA
#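 assay system = CHO-OTR cells, human receptor | schedule = compound 6 min at room temperature before oxytocin, 100 s read | detection = Fluo-8 intracellular calcium fluorescence, ex 470-495, em 515-575 nm | evaluation = normalized max/min fluorescence ratio, % activation | control set = EC15 oxytocin alone as 0%, 75 nM oxytocin (EC100) as 100%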
# M1 ag – human M1 muscarinic receptor agonism; P11229; CHO-K1 hM1, Fluo-8 calcium fluorescence, agonist mode; 0% DMSO, 100% acetylcholine EC100; activation, % at 3 µM; 360,000 tested, 0.33% active; AID 588814;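 active = activation above the run's mean compound activation plus 3 SD, cut at about 16% in these data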;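 note: peak over basal fluorescence ratio within a 140 s kinetic read after compound addition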
# V1R ag counter – activates human V1a receptor in oxytocin agonist counter-screen; P37288; activation, % at 3 µM; 320,000 tested, 0.25% active; CHO-V1R cells, Fluo-8 calcium fluorescence, agonist mode; 0% DMSO, 100% 3 nM vasopressin; AID 2797;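 active = activation above the mean activation of all tested compounds plus 3 SD, per screening run, cut at about 20% in these data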;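 note: signal is peak over basal fluorescence ratio across a 100 second FLIPR read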
# Target sequence (P37288 whole entry, looked up): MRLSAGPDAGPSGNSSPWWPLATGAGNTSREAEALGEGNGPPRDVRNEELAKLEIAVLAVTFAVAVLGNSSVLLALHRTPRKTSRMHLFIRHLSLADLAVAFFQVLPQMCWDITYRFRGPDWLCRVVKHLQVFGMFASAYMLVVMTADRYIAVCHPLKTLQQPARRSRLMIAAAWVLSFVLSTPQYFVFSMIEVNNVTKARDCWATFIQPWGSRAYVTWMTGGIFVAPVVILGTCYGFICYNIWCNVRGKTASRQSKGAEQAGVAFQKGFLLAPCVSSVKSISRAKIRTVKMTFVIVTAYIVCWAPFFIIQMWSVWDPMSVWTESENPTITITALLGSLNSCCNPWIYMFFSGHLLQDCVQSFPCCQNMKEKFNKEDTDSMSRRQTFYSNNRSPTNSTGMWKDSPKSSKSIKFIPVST
# TAAR1 agonist – agonists of human TAAR1; CHO RD-HGA16 TAAR1, Fluo-8 calcium fluorescence; vehicle wells 0%, saturating PEA agonist 100%; activation, % at 3 µM; 360,000 tested, 0.99% active; Q96RJ0;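 active = activation above the mean activation of all test compounds in the run plus 3 SD, cut at about 38% in these data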
#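 Assay system: CHO-derived RD-HGA16 cells with stable Gα16 and human TAAR1; timing: 17-24 h seeding, 75 min 37 °C dye, 30 min RT; read-out: % activation from peak over basal fluorescence ratio, DMSO-to-PEA scaled; measured by: kinetic Fluo-8 calcium fluorescence; benchmarks: low control DMSO, high control PEA (EC100); doses: 3 µM single concentration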
# M1 ag parental – counter-screen for M1 agonists: effect in parental CHO-K1 cells; activation, % at 3 µM; AID 602248; Fluo-8 calcium fluorescence; scaled to maximal ATP response, vehicle zero; 360,000 tested, 0.48% active; in the data active = activation above about 15%;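 note: untransfected CHO-K1 host cells lacking M1 receptor as counterscreen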
# CHO-K1 Ca antag – counter-screen for M1 antagonists: effect in parental CHO-K1 cells; ATP-induced calcium, Fluo-8 fluorescence; inhibition, % at 3 µM; 360,000 tested, 0.6% active;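 active = inhibition above a per-plate cutoff, the plate's mean sample inhibition plus 3 SD, cut at about 24% in these data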;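 note: 0% = DMSO plus EC80 ATP and 100% = DMSO alone without ATP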
# Active calls of the source: *; nt = no result given.
SMILES,M1 PAM parental,CHO parental Ca,TAAR1 antag,OXTR potentiator,M1 ag,V1R ag counter,TAAR1 agonist,M1 ag parental,CHO-K1 Ca antag
CCOc1ccc(OCCCC(=O)N2CCN(S(=O)(=O)c3ccccc3C#N)CC2)cc1,-7,-18,60*,-8,-2,7.9,25,8.2,9
CCCCCOC(=O)Cn1c(=O)c2c(nc(N3CCOCC3)n2C)n(C)c1=O,0,-15,5,5,-4,-0.2,14,-0.1,7
O=C(c1ccc(Cl)cc1)N1CCc2c([nH]c3ccccc23)C1C(F)(F)F (configuration not stated),11,-8,-20,-17,-7,1.2,-1,0.5,-9
CCC(=O)N1CCCC1(C)C(=O)Nc1ccc(C)c(C)c1 (configuration not stated),10,nt,-10,nt,-1,nt,1,0.5,-2
O=c1c2ccccc2cnn1Cc1n[nH]c(=S)n1-c1ccccc1F,18,-1,5,-7,-1,0.8,1,0.4,-10
O=C(NC1CCSC1=O)C1CC(=O)N(c2ccc(F)cc2)C1 (configuration not stated),9,1,6,-9,-3,-0.3,1,1.2,-8
CCCCN1C(=O)C(=O)N(CC(=O)N2CCc3ccccc32)C1=O,12,-22,-14,1,-6,-0.5,1,-0.2,-18
CCSc1nnc(NC(=O)c2cccc(S(=O)(=O)N(C)c3ccccc3)c2)s1,-6,-12,-25,-12,-1,0.6,1,-0.1,15
CC1=C(C(=O)OCC(C)C)C(c2cccc(F)c2)N2C(=O)C(C)SC2=N1 (configuration not stated),11,-9,-11,-6,-2,-0.2,19,-0.1,2
COc1ccc(C(=O)/C=C/Nc2ccccn2)c(OC)c1,-4,-27,-18,-11,-2,5.8,1,0.0,-1
c1ccc(Nc2nc(CSc3ncn[nH]3)cs2)cc1,10,-5,12,-12,-8,0.6,15,2.1,-9
CCC(SC1=NCCS1)C(=O)Nc1nnc(-c2ccccc2OC)s1 (configuration not stated),20,-9,24,-5,-1,2.3,1,-0.4,-18
Nc1c2c(nn1-c1ccccc1)CCC2,10,0,0,-1,-4,0.4,-1,-0.5,9
Cc1ccc(OCC(=O)Nc2ccc(-c3nc4ncccc4o3)cc2)c(C)c1,6,-20,24,-5,-5,0.8,13,0.2,-2
Cc1c(CCC(=O)NCCCN2CCCC2=O)c(=O)oc2c(C)c(O)ccc12,11,-7,-8,-6,-4,1.0,0,3.2,3
Cc1ccc(C)c(SCC(=O)Nc2ccc(C)c(S(=O)(=O)N3CCOCC3)c2)c1,5,-19,1,-8,-3,3.5,2,2.1,-11
COc1cc(S(=O)(=O)NC2CCCCC2)ccc1Cl,23,-3,8,-15,-7,4.7,22,4.0,-18
COc1cc(-c2noc(-c3ccco3)n2)cc(OC)c1OC,14,-25,0,-5,-1,-1.5,2,4.2,3
CCC(C)Nc1nnnc2c1sc1nc3c(cc12)COC(C)(C)C3 (configuration not stated),8,-3,-8,-5,-6,-0.7,3,2.7,-10
CCCCOc1ccc(/C=C/C(=O)NC2=Nc3ccccc3NC(C)=C2C(=O)OCC)cc1OC,-6,-11,16,-4,-5,-0.3,8,2.2,-5
Fc1ccc(-c2csc(-c3ccncc3)n2)cc1,1,-4,-29,-5,-7,-1.3,-2,-0.2,-8
Cc1ccc(NC(=O)CC2C(=O)N(Cc3ccccc3)C(=S)N2NC(=O)c2cccc(F)c2)c(C)c1 (configuration not stated),18,-1,2,-15,2,4.4,9,0.3,-4
Nc1cccc(C#Cc2ccc3c(=O)c4ccccc4oc3c2)c1,-14,-33,40,-6,-7,-0.9,12,0.1,-11
CCc1nnc(NC(=O)c2cc(S(=O)(=O)N(CC)CC)ccc2Cl)s1,2,-25,-8,-8,8,2.0,6,2.1,-2
CCOC(=O)c1oc2ccccc2c1CSc1nnnn1-c1ccc(C)cc1,20,-17,-26,-7,-6,1.1,11,0.5,1
Cn1cccc1C(=S)N1CCOCC1,23,-5,-5,-6,-4,0.4,1,0.3,-1
NC(=S)N/N=C/c1ccc(-c2ccc(SC(F)F)cc2)o1,11,-12,24,-13,-3,0.0,-2,0.4,-1
CN(C)c1ccc(C2CC(=O)C=C(Nc3ccccc3N)C2)cc1 (configuration not stated),-5,-22,0,3,-3,0.5,0,0.1,6
O=C(NCc1ccccn1)c1n[nH]c(=O)c2ccccc12,14,-7,-6,-6,-3,-0.1,0,0.4,-12
O=C(Nc1c(-c2ccccc2)nc2ccccn12)c1ccccc1F,8,-22,1,-10,0,2.0,2,3.4,-5
COc1ccccc1OCCNC(=O)c1ccccc1OCc1c(C)noc1C,-1,-27,5,-1,-1,-0.7,3,1.8,-8
Cc1ccc(C[n+]2ccccc2)cc1,3,8,-7,-12,-12,2.1,5,0.4,-8
COc1ccc(C(C(=O)NC2CCCC2)N(C(=O)c2ccoc2C)c2ccc(C)c(C)c2)cc1 (configuration not stated),-14,-22,-24,-3,-10,0.0,9,-0.7,25*
Cc1ccc(Cn2nc(C)c(NC(=O)CSc3n[nH]c(C)c3[N+](=O)[O-])c2C)cc1,21,-16,1,-13,3,0.8,1,0.7,-12
COc1ccc(C(=O)Nc2ccc(C(=O)N3CCOCC3)cc2)cc1OC,7,-4,7,-7,-3,0.0,0,0.8,-12
O=C(Nc1ccccc1C(=O)O)c1ccc2ccccc2n1,4,7,12,-1,-2,-0.4,17,-0.1,-10
COc1cc([N+](=O)[O-])ccc1NC(=O)COC(=O)c1n[nH]c2ccccc12,5,-8,4,-8,-3,9.7,10,5.6,7
Cc1ccc(CNC(=O)c2cn(C)c3ccc(S(=O)(=O)N4CCOCC4)cc3c2=O)cc1,-7,5,-2,2,-4,0.1,0,0.0,-8
COc1ccc(C(O)c2ncc(-c3ccccc3C)[nH]2)cc1F (configuration not stated),-9,nt,-20,nt,3,nt,7,1.5,6
CCOC(=O)N/N=C/c1cccnc1,-7,5,18,-21,0,-0.5,7,0.0,-1
Cn1c(CNC(=O)C(C)(C)C)nc2ccccc21,9,0,-4,-1,-3,-1.0,1,0.3,-9
CCc1cc(=O)oc2cc(C)cc(OC(C)C(=O)NCc3cccnc3)c12 (configuration not stated),12,-16,-8,-4,-3,0.4,1,0.5,-17
CN1C(=O)CC(N2CCN(c3ccccn3)CC2)C1=O (configuration not stated),9,0,7,0,-6,9.2,8,0.0,-4
COc1cc(C(=O)OCCNC(=O)c2cccnc2)cc(OC)c1OC,-9,-5,12,5,-1,2.9,1,-0.1,-2
CC(=O)c1cccc(NC(=O)COC(=O)CCC(=O)c2cccs2)c1,6,nt,-7,nt,-1,nt,3,1.5,-3
CC1=C(C(=O)Nc2cccnc2)C(c2ccc3c(c2)OCO3)C2=C(CCCC2=O)N1 (configuration not stated),13,7,-12,-2,-3,0.9,9,-0.1,-5
O=C(Nc1ccc(C(=O)N2CCCC2)cc1)c1ccc2c(c1)OCO2,5,-4,2,-2,-6,0.9,24,0.1,-10
O=C(Nc1cc(S(=O)(=O)Nc2ccc(Cl)cc2)ccc1N1CCCCC1)c1ccc(F)cc1,19,-34,7,-11,-8,0.2,6,0.2,-12
CCOC(=O)N1CCN(C(=O)CS(=O)(=O)Cc2nc(-c3cccc(OC)c3)oc2C)CC1,-1,-19,-30,-8,-2,1.9,3,4.0,-4
CCCn1c(N)c(Sc2ccccc2)c(=O)n(CCC)c1=O,7,-11,2,4,-5,-0.1,13,-0.1,-15
O=C(O)c1cc(-c2ccc3c(c2)OCO3)nc2ccc(Cl)cc12,-23,4,-26,-2,1,1.9,0,0.1,2
COC(=O)c1ccccc1NC(=O)Cn1nnc(-c2ccc3c(c2)OCO3)n1,15,13,-12,-3,-2,0.1,2,0.3,-6
CC1C(=O)C(C)C(c2ccc(Br)cc2)NC1c1ccc(Br)cc1 (configuration not stated),15,-20,8,-24,-7,-0.4,0,-0.5,-11
COc1ccc(NC(=O)COC(=O)CCC2CCCC2)c(OC)c1,30,-3,5,-2,0,-0.9,-2,6.7,-15
COC(=O)C1=C(C)NC(c2c(O)ccc3ccccc23)C(C(=O)OC)=C1C (configuration not stated),-8,-11,-15,-7,-5,2.0,7,0.5,8
CC(C)N1C(=O)C(=O)N(CC(=O)N(C)c2ccccc2)C1=O,1,-6,-4,0,-4,-0.1,2,0.1,-7
COc1ccc(C)cc1NC(=O)Cn1cnnn1,-11,8,-3,-4,-2,0.0,-1,-0.2,-11
CCCC(=O)Nc1ccc(NC(=O)c2ccccc2OC)cn1,3,-14,-2,2,-2,1.8,13,0.8,-11
O=C(O)C1CCN(S(=O)(=O)/C=C/c2ccccc2)CC1,15,-13,-26,-1,-4,-0.1,4,0.0,-11
C=CCn1c(-c2ccc(Cl)cc2)cnc1SC(C)C(=O)NC(N)=O (configuration not stated),10,-16,10,-25,-5,-0.3,8,6.1,-17

# Random excerpt: two compounds from above.
SMILES,M1 PAM parental,CHO parental Ca,TAAR1 antag,OXTR potentiator,M1 ag,V1R ag counter,TAAR1 agonist,M1 ag parental,CHO-K1 Ca antag
O=C(O)c1cc(-c2ccc3c(c2)OCO3)nc2ccc(Cl)cc12,-23,4,-26,-2,1,1.9,0,0.1,2
COC(=O)C1=C(C)NC(c2c(O)ccc3ccccc23)C(C(=O)OC)=C1C (configuration not stated),-8,-11,-15,-7,-5,2.0,7,0.5,8

# Other structures:
SMILES,M1 PAM parental,CHO parental Ca,TAAR1 antag,OXTR potentiator,M1 ag,V1R ag counter,TAAR1 agonist,M1 ag parental,CHO-K1 Ca antag
CCn1cc(C(=O)OCC(=O)Nc2cccc(C)c2)c(=O)c2ccc(C)nc21,-6,-7,1,-6,-5,-1.0,0,-0.7,-3
CCN(CC)S(=O)(=O)c1ccc2nc(SC)sc2c1,15,-17,-6,-6,-8,-0.6,7,2.4,-33
NC(=O)c1cccc2cc3ccccc3cc12,-9,-18,10,-4,-6,-1.4,15,2.8,19
O=C(CCCO)NC1Cc2ccccc2C1,12,-7,-19,-8,-3,-0.4,5,2.5,-3
Cc1sc(CO)c(Sc2ccccc2)c1C(=O)O,nt,-7,-16,-5,nt,0.6,1,nt,nt
c1ccc2c(c1)C(=Nn1cnnc1)c1ccccc1-2,-7,-13,5,-5,-7,-0.6,1,-0.2,4

# Grouped by structure: those above containing a thiophene ring, fused or not
SMILES,M1 PAM parental,CHO parental Ca,TAAR1 antag,OXTR potentiator,M1 ag,V1R ag counter,TAAR1 agonist,M1 ag parental,CHO-K1 Ca antag
CCC(C)Nc1nnnc2c1sc1nc3c(cc12)COC(C)(C)C3 (configuration not stated),8,-3,-8,-5,-6,-0.7,3,2.7,-10
CC(=O)c1cccc(NC(=O)COC(=O)CCC(=O)c2cccs2)c1,6,nt,-7,nt,-1,nt,3,1.5,-3
Cc1sc(CO)c(Sc2ccccc2)c1C(=O)O,nt,-7,-16,-5,nt,0.6,1,nt,nt

# The order is random, and some 3.3% of all compounds hit somewhere here.
